From PubChem BioAssay
UbGFP stabilizer – Ubiquitin-GFP Assay. 67,000 tested, under 10 active. Potency, µM (highest dose often 45.9 µM), without a hit: at the highest dose activation (GFP accumulation), actives largely listed as activators. Ubiquitin-GFP reporter cells, proteasome inhibition, GFP fluorescence; response scale: untreated = 0%, 10 µM MG-132 = 100%; active = well fitted activation curve with a large enough effect, not every such curve was filed as active; inconclusive = small, poorly fitted or top-dose-only effect, or another doubt; inactive = no such curve, though single readings can be large or run the other way; also: potency is read from the fitted curve at half-maximal effect
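Proteasome block read as GFP accumulation: ubiquitin(G76V)-GFP U2OS cells exposed to compound (2.9 nM–46 uM) for 4 hr at 37 C. Normalization used untreated cells as 0% and 10 uM MG-132 as 100%; concentration-response curves fitted.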
HBB splice mod – qHTS Assay for Modulators of Hemoglobin Beta Chain Splicing; HBB splicing reporter cell assay, activation; EGFP reporter with mutant IVS2-654 intron; response scale: normalised to 500 nM splice-correcting PNA; Potency, µM (top dose mostly 46.1 µM), for inactives: top-dose activation, usual class: activators; 65,000 compounds, 0.06% hits; also: potency is read from the fitted curve at half-maximal effect; 0% is about no effect
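Compounds were applied for 2 days to HeLa EGFP-654 cells, 500/well in Optimem with 2% FCS. The reporter's EGFP is disrupted by mis-splicing of beta-globin intron IVS2-654. Readout: summed well GFP fluorescence from 488 nm laser scanning; reference was 500 nM antisense […] 654 PNA.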
GFP derepression – qHTS Assay for Epigenetic Modulators | 68,000 compounds, 0.09% hits | Potency, µM (doses to about 46.1 µM), for inactives: top-dose GFP derepression (activation) | mouse C127i GFP locus derepression, cytometry, 30 h; also: % of control where 0% means no effect
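Read-out is the number of GFP-positive cells, scored as fluorescent objects 20 to 120 um wide, reflecting derepression of a silenced CMV-GFP reporter in murine C127i cells after 30 h compound exposure at 37 C.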
Hsp90 Hop PPI – qHTS Assay for Disrupters of an Hsp90 Co-Chaperone Interaction. Hsp90 C-terminal peptide / TPR2A (Hop) interaction, human. AlphaScreen TPR2A-His6 binding biotin-Hsp90 C-terminal peptide. Potency, µM (doses to about 57 µM), for the others: at the top dose activity change, negative = inhibition. 71,000 compounds, 0.44% hits. AID 595, 2007; active = well fitted curve in either direction with a large enough effect; inconclusive = small, poorly fitted or top-dose-only effect, or another doubt; also: potency is read from the fitted curve at half-maximal effect; % is scaled to controls: 0 for no effect and ±100 for the full control effect; many of its hits are not listed in these tables
15-hLO inh – qHTS Assay for Inhibitors of 15-hLO (15-human lipoxygenase); Polyunsaturated fatty acid lipoxygenase ALOX15 (Homo sapiens), P16050; purified 15hLO-1, xylenol orange hydroperoxide absorbance; Potency, µM (highest dose often 57.1 µM), for inactives: at the top dose activity change, negative = inhibition, actives largely listed as inhibitors; 74,000 compounds, 1.4% hits; AID 887, 2007; also: potency is read from the fitted curve at half-maximal effect; % is scaled to controls: 0 for no effect and ±100 for the full control effect; nearly all actives have a fitted effect of over 55% in size
Target sequence (P16050 whole entry, looked up): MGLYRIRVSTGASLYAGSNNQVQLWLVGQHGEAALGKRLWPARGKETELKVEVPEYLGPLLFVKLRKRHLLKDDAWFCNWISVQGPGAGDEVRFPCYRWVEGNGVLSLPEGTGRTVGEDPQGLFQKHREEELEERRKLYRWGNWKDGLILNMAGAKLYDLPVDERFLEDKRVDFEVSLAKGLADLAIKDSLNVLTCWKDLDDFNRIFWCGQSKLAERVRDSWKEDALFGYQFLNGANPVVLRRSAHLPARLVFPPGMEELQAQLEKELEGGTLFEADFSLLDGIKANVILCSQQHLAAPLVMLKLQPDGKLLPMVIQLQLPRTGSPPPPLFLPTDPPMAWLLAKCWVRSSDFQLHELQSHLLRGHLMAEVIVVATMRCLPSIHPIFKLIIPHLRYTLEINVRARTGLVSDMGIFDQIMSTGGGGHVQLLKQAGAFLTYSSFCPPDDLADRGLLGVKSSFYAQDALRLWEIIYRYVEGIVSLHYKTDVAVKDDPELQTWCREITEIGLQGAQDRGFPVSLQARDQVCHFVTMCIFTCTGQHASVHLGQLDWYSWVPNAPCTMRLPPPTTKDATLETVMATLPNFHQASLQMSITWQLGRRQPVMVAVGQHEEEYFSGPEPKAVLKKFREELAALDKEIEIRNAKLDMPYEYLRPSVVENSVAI
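40 nM 15hLO-1 + cpd, 15 min RT; start w/ 50 uM AA (final), 6 min RT; stop/detect w/ 200 uM XO + 300 uM Fe(II) in 50 mM H2SO4, 30 min; A573/A405. Buffer 25 mM Hepes pH 7.5, 0.01% Triton X-100. No-enzyme wells as negative control.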
DNA Pol III inh – qHTS Assay for Inhibitors of DNA Polymerase III Holoenzyme System; reconstituted DNA polymerase III holoenzyme replication, biochemical; Potency, µM (titrated, usually from 57.1 µM), without a hit: at the top dose activity change, negative = inhibition; 71,000 compounds, 0.25% hits; AID 603, 2007; also: potency is read from the fitted curve at half-maximal effect; % is scaled to controls: 0 for no effect and ±100 for the full control effect
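Reconstituted *E. coli* holoenzyme (0.35 nM Pol III, 1 nM beta, 154 nM SSB, 2 nM primase) was preincubated with compound for 15 min at RT. Synthesis on 1.4 nM ssM13Gori ran 35 min, then was stopped with PicoGreen/EDTA and read as dsDNA fluorescence.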
BRCT inh green – qHTS Assay for Inhibitors of BRCT-Phosphoprotein Interaction (Green Fluorophore) | Potency, µM (titrated, usually from 76.9 µM), without a hit: top-dose activity change, negative = inhibition, most hits filed as inhibitors | BRCA1 BRCT-phosphopeptide binding, green fluorescence polarization | 75,000 compounds, 0.05% hits | AID 875, 2007;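 also: potency is read from the fitted curve at half-maximal effect; plate controls were peptide without protein for full effect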
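Compounds were incubated for 12 min at room temperature with a complex of 100 nM fluorescein-tagged pBACH1 decapeptide and 250 nM His-tagged BRCT protein. Buffer was phosphate pH 7.3 with EDTA, DTT and Tween 20. Disruption of binding lowers the polarization signal.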
CRE Fsk mod – Cell signaling CRE-BLA (Fsk stim). CHO CRE-bla reporter (cAMP response element driving beta-lactamase), forskolin EC10, beta-lactamase ratio. Potency, µM (highest dose often 38.2 µM), for inactives: at the highest dose activity change, negative = inhibition, usual class: activators. 71,000 compounds, 2.5% hits. AID 662, 2007; active = well fitted activation curve with a large enough effect in the signal ratio, with a control signal flat, not every such curve was filed as active; inconclusive = small, poorly fitted or top-dose-only effect, or effect the other way, or a change in a side signal; the % refers to the signal ratio; also: potency is read from the fitted curve at half-maximal effect; % of control where 0% means no effect
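Modulation of forskolin signalling: compounds in titration series added with EC10 NKH 477 to CHO cells carrying a CRE-driven beta-lactamase reporter, 3 h, 37C. CCF4 FRET ratio (460/530 nm, ex 405 nm) gives %activity and AC50.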
4MU fluor – qHTS Assay for Spectroscopic Profiling in 4-MU Spectral Region; compound autofluorescence, 340/450 nm, 4-MU equivalents; stronger effect = higher value; max dye-equivalent concentration, M; 59,000 compounds, 11% hits; AID 589, 2007; in the data active = max dye-equivalent concentration above about 10 nM; inconclusive = mostly about 1.1 nM to 9.6 nM
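Compounds in 100 mM Tris, pH 8.0, sat 15 min at room temperature before fluorescence was read at 340 nm excitation/450 nm emission; a per-plate six-point 4-MU standard curve converted signals to dye-equivalent concentration at each compound concentration.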
A350 fluor – qHTS Assay for Spectroscopic Profiling in A350 Spectral Region; Compound autofluorescence, 340/450 nm, Alexa 350 dye-equivalents; stronger effect = higher value; max dye-equivalent concentration, M; 59,000 compounds, 11% hits; AID 590, 2007; in the data active = max dye-equivalent concentration above about 10 nM; inconclusive = mostly about 1.1 nM to 9.6 nM
BRCT PPI red – qHTS Assay for Inhibitors of BRCT-Phosphoprotein Interaction (Red Fluorophore); Breast cancer type 1 susceptibility protein (Homo sapiens), P38398; BRCT-phosphopeptide binding, red fluorescence polarization; Potency, µM (doses to about 76.9 µM), without a hit: at the highest dose activity change, negative = inhibition, usual class: inhibitors; 75,000 compounds, 0.03% hits; AID 892, 2007; also: % is scaled to controls: 0 for no effect and ±100 for the full control effect
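Fluorescence polarization: 100 nM His-tagged BRCA1 BRCT with 100 nM TAMRA-labelled phospho-BACH1 decapeptide, phosphate buffer pH 7.3 with 150 mM NaCl, DTT, 0.01% Tween 20; 12 min RT. Binding inhibition seen as FP decrease.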
Starred values were filed as active, the others as inactive; i = inactive; ? = inconclusive; · = no result given; [ ] = dose if it differs, or a comment. Unless noted, calls follow the shape of the dose curve; as a rule, active = well fitted curve in the direction sought with a large enough effect; inconclusive = small, poorly fitted or top-dose-only effect, or another doubt; inactive = no such curve, though single readings can be large; an effect the other way counts as inactive or inconclusive.

SMILES | UbGFP stabilizer | HBB splice mod | GFP derepression | Hsp90 Hop PPI | 15-hLO inh | DNA Pol III inh | BRCT inh green | CRE Fsk mod | 4MU fluor | A350 fluor | BRCT PPI red
CCOc1ccc(C2Oc3nc(SC)nnc3-c3ccccc3N2C(C)=O)cc1OC (configuration not stated) | -6.2% | 1.1% | -1.8% | -3.4% | 7.1% | -1.9% | -7.6% | ? | · | · | -1.1%
O=C(Nc1ccc(SC(F)F)cc1)c1ccc2nccnc2c1 | 1.2% | -0.8% | 2.7% | -7.6% | -15.7% | -10.7% | -1.8% | 0.8% | i | i | 1.2%
CCOC(=O)CNC(=O)CSc1nnnn1-c1cc(C)ccc1C | -2.5% | -0.5% | 0.0% | -4.4% | -0.3% | -4.5% | -0.7% | 4.0% | i | i | 0.4%
c1cnc(Oc2ccc(-c3nnco3)cc2)cn1 | ? | -1.2% | -1.5% | 0.1% | -0.8% | -3.1% | -1.4% | ? | i | i | 0.2%
COc1cccc(C2c3c(oc4ccc(F)cc4c3=O)C(=O)N2CCCN2CCOCC2)c1 (configuration not stated) | -10.5% | -0.6% | · | -3.4% | 4.8% | -6.8% | 1.8% | -6.2% | · | · | -0.9%
Cc1ccc(C)c2[nH]c(=O)c(CN(CCN3CCCC3)C(=O)Nc3cccc(Cl)c3)cc12 | -5.8% | · | 1.0% | -8.3% | -29.7% | 2.9% | 2.7% | -10.4% | i | i | -1.6%
O=C(CN1C(=O)c2cccc3cccc1c23)N1CCN(Cc2ccc3c(c2)OCO3)CC1 | -1.3% | 1.6% | 1.7% | 0.2% | -0.5% | 1.2% | 2.2% | -14.1% | 1.52e-08M* | 1.41e-08M* | -1.5%
CCCCN(C)C(=O)c1ccc2c(c1)N(CC)C(=O)c1ccccc1S2(=O)=O | 6.6% | -1.0% | -3.4% | -2.6% | 3.5% | -1.4% | 0.5% | 1.1% | · | · | 0.4%
CCCCCn1c(CCNC(=O)c2cccs2)nc2ccccc21 | -1.6% | -2.5% | -1.2% | -0.9% | -6.6% | -1.7% | -0.5% | 5.8% | i | i | -0.1%
O=C(NCCc1ccccn1)c1ccc(COc2ccccc2)o1 | 2.2% | 0.4%[57.5 µM] | 4.7% | -2.0% | 13.7% | -3.4% | 1.4% | -0.6% | i | i | 0.0%
O=C(Nc1ccccc1)N1CCC2(CC1)CCN(C(=O)c1csnn1)CC2 | -4.0% | -0.5% | -0.3%[9.22 µM] | -5.5% | -28.1% | 1.6% | -1.0% | 4.5% | i | i | 0.8%
CC(C)C1N=C2c3ccccc3N=C(SCc3cc(=O)n4ccccc4n3)N2C1=O (configuration not stated) | -10.5% | -1.3% | -1.4% | -2.2% | 12.4% | 4.8% | -2.3% | ? | 2.88e-08M* | 2.69e-08M* | -0.7%
COc1cc(OC)c(C(=O)Nc2ccc(S(=O)(=O)Nc3ncccn3)cc2)cc1OC | 12.5% | -0.8% | 5.3% | -3.2% | -7.4% | -4.5% | -2.4% | ? | i | i | 4.0%
CCC(C)NC(=O)CCC(=O)Nc1ccc2nc(N3CCOCC3)cc(C)c2c1 (configuration not stated) | 6.5% | -0.3% | -2.4% | 2.3% | -3.2% | -1.8% | -1.5% | ? | 1.47e-06M* | 1.5e-06M* | 0.6%
CC(C)(C)c1ccc(-c2nnc(SCCC#N)n2C2CCCC2)cc1 | 3.6% | -2.9% | -0.2% | 8.3% | ? | -0.8% | -5.8% | ? | i | ? | -0.3%
O=C(CC1N=C2c3ccccc3N=C(SCc3ccc(Cl)cc3)N2C1=O)NCc1ccco1 (configuration not stated) | -6.9% | 0.2% | 0.0% | -11.8% | 25.1µM* | -3.8% | 3.5% | ? | 2.17e-08M* | 2.05e-08M* | 0.5%
COc1ccc(N/C(C)=C2/C(=O)C(=O)N(CCO)C2c2ccc(Br)cc2)cc1 (configuration not stated) | -2.1% | 0.5%[1.84 µM] | 2.0% | -7.3% | -6.4% | -11.2% | -0.5% | ? | i | i | 1.2%
CCN(Cc1ccccc1)Cc1cc(OC)cc(OC)c1 | 11.9%[9.17 µM] | -5.3%[0.0738 µM] | -3.6% | 3.3%[11 µM] | 1.3%[11.4 µM] | 4.0%[11.4 µM] | -0.4% | ? | · | · | -1.8%
O=S(=O)(c1cccc2cccnc12)N1CCOCC1 | 3.7% | -0.1% | 2.9% | -1.3% | 11.0% | 4.6% | 1.8% | -12.9% | i | i | 1.4%
O=C(COC(=O)C1CC1)Nc1ccc(Oc2ccccc2)cc1 | 2.6% | -0.9% | 1.1% | 2.4% | 1.6% | 1.3% | -0.6% | ? | i | ? | 0.3%
CCOC(=O)C(NC(=O)c1ccccc1)(Nc1cc(C)on1)C(F)(F)F (configuration not stated) | 2.7% | 1.3% | 1.2% | -0.2% | 8.6% | 0.0% | -9.5% | ? | i | i | 0.6%
CCOC(=O)c1cc2sccc2n1CC(=O)Nc1ccc2c(c1)OCCO2 | 5.9% | · | -2.6% | -4.5% | 1.8% | -6.7% | -0.7% | -6.8% | i | i | 0.7%
CC(Sc1nnc(-c2cc3ccccc3o2)n1-c1ccccc1)C(=O)O (configuration not stated) | -3.8% | -0.5% | 2.6% | -7.9% | 0.0% | 2.2% | 2.6% | -3.2% | i | i | -1.6%
CCOc1cc(OCC)cc(C(=O)Nc2cccnc2)c1 | 2.6% | · | 0.0% | -2.4% | 2.9% | -5.3% | -0.1% | 18.2% | i | i | -0.8%
Cc1cc(C)nc(N2CCCC(C(=O)NCc3cccc(C(F)(F)F)c3)C2)n1 (configuration not stated) | -2.5% | · | 1.9% | -1.1% | -3.1% | -4.8% | -0.7% | -2.4% | i | i | 1.0%
CCn1c(C(=O)N2CCC(C(=O)N3CCN(c4ccccn4)CC3)CC2)cc2sccc21 | -3.4% | -0.7% | 0.4% | -3.9% | -8.0% | 2.7% | -0.5% | -13.3% | · | · | -2.3%
CCOC(=O)n1ccc(C(=O)Nc2ccccc2F)n1 | 1.7% | -0.2% | -2.2% | -4.5% | -12.9% | -1.4% | -2.1% | -8.1% | i | i | -0.5%
c1ccc(CCNc2ncnc3c2nnn3Cc2ccccc2)cc1 | -1.3% | · | -2.4% | 2.6% | 0.0% | 0.4% | -4.3% | -1.9% | i | i | -1.4%
O=C1OCCC1Sc1nnc(-c2ccc3c(c2)OCO3)n1-c1ccccc1 (configuration not stated) | 0.1% | -5.0% | 1.2% | -0.4% | -8.3% | 39.1% | 1.3% | 9.1% | i | i | 0.4%
c1ccc(CN2COc3c(ccc4c5c(ccc34)CN(Cc3ccccc3)CO5)C2)cc1 | -3.7%[9.17 µM] | 5.2%[9.22 µM] | -3.2%[9.22 µM] | -1.4%[11 µM] | 2.1%[11.4 µM] | -9.8%[11.4 µM] | -2.0%[15.4 µM] | -6.7%[7.6 µM] | i | i | 2.5%[15.4 µM]
Cc1ccc(N=Cc2ccc[nH]2)c(O)c1 | 19.9% | -0.6%[9.22 µM] | 2.8% | -4.0% | ? | -7.7% | 0.8% | -8.6% | · | · | -1.0%
Clc1ccccc1-c1nccc(-n2ccnc2)n1 | -0.8% | -1.8% | 5.7%[9.22 µM] | -3.3% | ? | -10.3% | -1.0% | 21.0% | i | i | 0.8%
Cc1ccccc1N1CCN(Cc2c(C#N)c3ccccc3n2C)CC1 | 7.8% | 4.4%[1.84 µM] | 0.0% | 18.6% | -15.2% | 0.5% | 0.4% | ? | i | i | 1.6%
CCOC(=O)CCN(Cc1cccs1)S(=O)(=O)c1ccc(F)cc1 | 0.2% | 5.1%[57.5 µM] | 0.0% | ? | 6.1% | -9.5% | -2.4% | 13.1% | i | i | -1.1%
CC(c1ccco1)N(C(=O)c1cccs1)c1ccccn1 (configuration not stated) | -4.4% | -0.8% | 1.1% | -3.3% | 11.9% | -6.1% | -0.1% | 2.0% | i | i | 1.6%
O=C(NC1CCCCC1)NC1CCN(S(=O)(=O)c2ccc3c(c2)OCCO3)CC1 | -1.1% | · | -3.4% | 1.6% | 7.7% | -3.9% | -3.0% | -1.4% | i | i | 0.3%
